Bioassay records: PubChem, National Center for Advancing Translational Sciences (NCATS)
TSHR antag = human thyrotropin receptor antagonism; P16473; TSHR-expressing cells, TSH-stimulated cAMP HTRF, 2 h; stronger effect = lower value; activity change, negative = inhibition, % at 11.5 µM; 330,000 tested, 0.2% active;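 active = activity change below a set negative limit, meaning inhibition stronger than a set level, cut at about -70% in these data; inconclusive = activity change between two set negative limits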; also: % is scaled to controls: 0 for no effect and ±100 for the full control effect
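Freshly harvested TSHR cells receive pin-tooled compound, then EC80 TSH at 4nM final. After 2 hours at 37 deg C, antibody in lysis buffer and cAMP-d2 are added; 30 minutes at ambient temperature precede the HTRF read.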
Chronic BCR inh = blocks chronic active B-cell receptor signaling. Potency, µM (doses to about 46.1 µM), for the others: top-dose ratio change, negative = lower green/red ratio, actives largely listed as inhibitors. ABC-DLBCL IkBa-CBG/CBR reporter, luminescence ratio, 4 h. 340,000 tested, 0.05% active; active = well fitted inhibition curve with a large enough effect in the signal ratio, with a control signal flat, not every such curve was filed as active; inconclusive = small, poorly fitted or top-dose-only effect, or effect the other way, or a change in a side signal; the % refers to the signal ratio;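 also: potency is read from the fitted curve at half-maximal effect; plate controls were basal doxycycline-induced cells for no effect and cells given 10 µM MG132 for full effect; MG132 reads +100%, hits lower the ratio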
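Compounds up to 46 uM were incubated four hours with TMD8 cells whose green CBG68 luciferase is fused to IkappaBalpha; red CBR luminescence normalised the signal, and concentration-effect curves were fitted to fusion, red and ratio data.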
Eya2 phos inh = blocks the phosphatase activity of human Eya2. O00167. recombinant Eya2, OMFP fluorescence dephosphorylation (OMFP is methylfluorescein phosphate). Potency, µM (titrated, usually from 76.9 µM), without a hit: at the top dose activity, negative = inhibition, usual class: inhibitors. 330,000 tested, 0.006% active. AID 488837; also: potency is read from the fitted curve at half-maximal effect; % is scaled to controls: 0 for no effect and ±100 for the full control effect
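Eya2 protein (added as 0.2 uM solution) was preincubated with compound for 10 min at ambient temperature in 50 mM HEPES pH 7.5, 50 mM NaCl, 5 uM MgCl2, 0.05% BSA, 1 mM DTT. OMFP (added at 50 uM) then reacted 10 min; fluorescence read at 485/525 nm.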
S-ASM inh = blocks human secretory acid sphingomyelinase. placental ASM, HMU-PC fluorogenic substrate, 60 min. Potency, µM (series often up to 57.5 µM), without a hit: at the highest dose activity change, negative = inhibition, actives largely listed as inhibitors. 340,000 tested, 0.006% active. AID 504937; also: potency is read from the fitted curve at half-maximal effect
Target sequence (P17405 47-631 limits assumed): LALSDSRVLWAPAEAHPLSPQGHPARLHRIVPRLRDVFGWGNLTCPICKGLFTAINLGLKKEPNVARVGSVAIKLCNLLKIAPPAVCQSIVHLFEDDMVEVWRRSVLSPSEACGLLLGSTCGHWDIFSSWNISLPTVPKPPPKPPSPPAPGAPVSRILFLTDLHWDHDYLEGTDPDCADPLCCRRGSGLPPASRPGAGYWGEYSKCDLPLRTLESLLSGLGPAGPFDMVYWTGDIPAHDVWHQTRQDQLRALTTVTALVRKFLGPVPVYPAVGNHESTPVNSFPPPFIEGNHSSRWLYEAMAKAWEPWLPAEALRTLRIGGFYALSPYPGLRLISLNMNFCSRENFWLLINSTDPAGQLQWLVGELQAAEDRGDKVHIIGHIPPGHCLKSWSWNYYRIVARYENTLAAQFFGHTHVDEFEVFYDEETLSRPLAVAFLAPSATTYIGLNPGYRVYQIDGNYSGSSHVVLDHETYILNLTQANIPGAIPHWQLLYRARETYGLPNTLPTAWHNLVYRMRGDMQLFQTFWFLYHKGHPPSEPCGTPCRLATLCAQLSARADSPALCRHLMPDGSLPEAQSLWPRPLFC
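HMU-PC0 cleavage (9 uM final) by human placental ASM, 60 min at 37 °C following 10 min compound exposure at RT; stopped at pH 10, fluorescence Ex 386/Em 447 nm.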
GALK inhibitor = inhibitors of human galactokinase; Potency, µM (doses to about 57.5 µM), without a hit: at the top dose activity change, negative = inhibition, hits mostly inhibitors; Purified GALK, Kinase-Glo residual ATP luminescence; 270,000 tested, 0.007% active; P51570; also: potency is read from the fitted curve at half-maximal effect; % is scaled to controls: 0 for no effect and ±100 for the full control effect
Target sequence (P51570 whole entry, looked up): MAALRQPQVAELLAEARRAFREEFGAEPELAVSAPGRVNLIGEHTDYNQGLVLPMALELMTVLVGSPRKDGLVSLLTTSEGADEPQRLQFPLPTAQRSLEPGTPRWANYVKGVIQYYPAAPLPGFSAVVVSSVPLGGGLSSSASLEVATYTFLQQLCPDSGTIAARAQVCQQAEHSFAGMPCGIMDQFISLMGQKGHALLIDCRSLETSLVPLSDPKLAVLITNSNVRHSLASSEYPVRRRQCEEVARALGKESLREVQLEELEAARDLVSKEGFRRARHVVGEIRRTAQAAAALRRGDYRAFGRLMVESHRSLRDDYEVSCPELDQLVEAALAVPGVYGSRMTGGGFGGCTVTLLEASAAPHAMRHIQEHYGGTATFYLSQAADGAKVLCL
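Compounds were pin-transferred into ATP buffer (35 uM final), then GALK plus galactose (5 nM, 100 uM final) was added. After 1 h at room temperature, Kinase-Glo Plus was added and luminescence read after 10 min.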
Menin MLL FP TR = inhibitors of human menin-MLL interaction, mutant MLL peptide. O00255. Menin + Texas Red MLL mutant peptide, fluorescence polarization. Potency, µM (doses to about 61.6 µM), without a hit: top-dose FP activity change, negative = inhibition, most hits filed as inhibitors. 270,000 tested, 0.23% active. AID 1768; active = well fitted inhibition curve with a large enough effect in the polarisation, with a control signal flat, not every such curve was filed as active; inconclusive = small, poorly fitted or top-dose-only effect, or effect the other way, or a change in a side signal; inactive = no such curve, though single readings can be large or run the other way; the % refers to the polarisation; also: potency is read from the fitted curve at half-maximal effect; % of control where 0% means no effect; many of its hits are not listed in these tables
Mito fusion yeast = mitochondrial division inhibition or fusion activation. AID 485298. Potency, µM (highest dose often 46.1 µM), for the others: top-dose growth rescue (activation), actives largely listed as activators. 320,000 tested, 0.23% active. S. cerevisiae fusion-defective mutant growth rescue, CellTiterGlo 48 h;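 also: potency is read from the fitted curve at half-maximal effect; % of control where 0% means no effect; nearly all actives have a fitted effect of over 45% in size; temperature-sensitive fusion mutants such as fzo1-1 at 37 °C on non-fermentable ethanol glycerol medium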
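Temperature-sensitive fusion-defective S. cerevisiae (e.g. fzo1-1, mgm1-5) were grown with compound in YPEG medium (3% ethanol, 3% glycerol) for 48 hours at 37C. Growth rescue was measured as viability by CellTiterGlo luminescence after 10 minutes at ambient.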
USP2a inh = USP2a (human) protease inhibition. O75604. USP2 core, Ub-CHOP2 coupled fluorogenic reporter, 485/531. Potency, µM (doses to about 38.3 µM), for inactives: at the highest dose activity change, negative = inhibition, hits mostly inhibitors. 330,000 tested, 0.01% active. AID 463254;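 also: potency is read from the fitted curve at half-maximal effect; plate controls were DMSO wells for no effect and full inhibition by NEM control for full effect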
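USP2 core (10nM final) preincubated 30min RT with compound in 20mM Tris-HCl pH 8.0, 2mM CaCl2, 2mM beta-mercaptoethanol, 0.05% CHAPS; 25nM Ub-CHOP2 plus 25nM reporter substrate added, fluorescence (Ex485/Em531) read after 60min.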
KCNH2 WT inh = KCNH2 (human, wildtype) channel inhibition. U2OS, BacMam KCNH2, thallium flux FluxOr; stronger effect = lower value. AID 720551. activity change, % at 1.84 µM. 340,000 tested, 0.37% active;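 active = maximum activity change below -70%; inconclusive = maximum activity change between -70% and -50%; inactive = maximum activity change above -50%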; also: % is scaled to controls: 0 for no effect and ±100 for the full control effect
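U2OS cells transduced with wild-type KCNH2 virus are loaded with FluxOr dye for 45 min, and thallium flux is measured in kinetic reads before and after stimulation buffer. Rate constants are normalized to DMSO controls.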
MBNL1-CUG inh = MBNL1-poly(CUG) RNA binding inhibition. TR-FRET MBNL1-His/biotin-(CUG)12 binding, 665/545 ratio. Q9NR56. 280,000 tested, 0.036% active. Potency, µM (top dose mostly 57.5 µM), for the others: at the highest dose activity change, negative = inhibition, most hits filed as inhibitors; active = well fitted inhibition curve with a large enough effect in the signal ratio, with a control signal flat, not every such curve was filed as active; inconclusive = small, poorly fitted or top-dose-only effect, or effect the other way, or a change in a side signal; inactive = no such curve, though single readings can be large or run the other way; the % refers to the signal ratio; also: potency is read from the fitted curve at half-maximal effect; % is scaled to controls: 0 for no effect and ±100 for the full control effect
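TR-FRET readout: Ex 340 nm, 665/545 nm emission ratio, normalized to buffer-only (basal) and MBNL1-(CUG)12 controls. Complex of MBNL1-His with Biotin-(CUG)12, compounds 92 nM–58 uM, incubated 60 min at room temperature.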
PKM2 act = increases activity of human pyruvate kinase M2 | AID 1631 | P14618 | 260,000 tested, 0.34% active | Potency, µM (top dose mostly 57.5 µM), for the others: at the highest dose activation, actives largely listed as activators | purified PKM2, Kinase-Glo ATP luminescence, activation; response scale: 0% is enzyme alone, no compound; also: potency is read from the fitted curve at half-maximal effect; % is scaled to controls: 0 for no effect and ±100 for the full control effect; nearly all actives have a fitted effect of over 55% in size
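Purified hPK-M2 (>95%) run at intermediate activity with 0.1 mM ADP and 0.5 mM PEP in 50 mM imidazole pH 7.2, KCl, MgCl2; 1 h room temperature. ATP formed read by Kinase-Glo luminescence; normalized to uninhibited and no-enzyme controls.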
The depositor's hits bear a star; ? = inconclusive; . = no result given; & = joins results of further samples; [ ] = remark or other dose. Unless noted, calls follow the shape of the dose curve; as a rule, active = well fitted curve in the direction sought with a large enough effect; inconclusive = small, poorly fitted or top-dose-only effect, or another doubt; inactive = no such curve, though single readings can be large; an effect the other way counts as inactive or inconclusive. An excerpt (hit frequency here may not be typical).

Molecule,TSHR antag,Chronic BCR inh,Eya2 phos inh,S-ASM inh,GALK inhibitor,Menin MLL FP TR,Mito fusion yeast,USP2a inh,KCNH2 WT inh,MBNL1-CUG inh,PKM2 act
Cn1c(=O)c2cc(S(=O)(=O)Nc3cc(C(=O)O)cc(C(=O)O)c3)ccc2n(C)c1=O,0,0%,-1%,10%,0%,1%,-8%,1%,.,-10%,2%
O=C(COC(=O)c1cc(=O)[nH]c2ccccc12)Nc1nc(-c2ccccc2)cs1,4,0%,6%,?,1%,?,-2%,-2%,-5,14%,3%
O=C(COC(=O)/C=C/c1ccc(S(=O)(=O)N2CCOCC2)cc1)NCc1ccc2c(c1)OCO2,-11,0%,1%,4%,-2%,-1%,-1%,-1%,11,25%,2%
COC(=O)CNC(=O)C1(C)C=CCN1C(=O)c1ccccc1 (configuration not stated),-10,3%,8%,5%,.,0%&-12%,-2%,3%,-6,-29%,-2%&-1%
CCOc1ccc(C2C(C(C)=O)=C(O)C(=O)N2CCc2c[nH]c3ccccc23)cc1 (configuration not stated),-10,?,3%,7%,7%,?,-5%,3%,-13,13%,0%
COc1ccc(N2CCN(C(=O)c3ccccc3)CC2)c([N+](=O)[O-])c1,-5,-4%,4%,-7%,10%,-26%,-2%,-1%,-3,?,-5%
CCOC(=O)CSc1nc(=O)n2cc(C)ccc2n1,2,5%,5%,0%,1%,7%,0%,0%,-1,13%,0%
CN(CCOc1ccccc1)CC(=O)Nc1cccc(Br)c1,-1,-13%,4%,0%,1%,0%,1%,0%,-8,-2%,-1%
O=C(NCc1ccc2c(c1)OCO2)c1cccnc1,7,-1%,-23%,0%,2%,6%,-10%,1%,-18,1%,-1%
CC1=NN(c2nc(C)cc(C)n2)C(=O)C1CCC(C)C (configuration not stated),-1,-16%,4%,-1%,0%,1%,-1%,-1%,-6,-6%,-3%
COc1cc2[nH]c(=S)n(C3CC3)c(=O)c2cc1OC,-9,3%,6%,0%,-1%,0%,-3%,2%,-2,2%,?
CSc1nnc(NC(=O)c2ccc3c(c2)OCO3)s1,-9,?,-9%,4%,-1%,2%,1%,2%,-21,-1%,-16%
CC12CCC(C(=O)NCc3ccccc3Cl)(CC1=O)C2(C)C (configuration not stated),-2,0%,-5%,1%,4%,-2%,-1%,3%,0,-9%,-5%
CCN(CC)CCCN1C(=O)C2C(C(=O)Nc3ccc(C(C)C)cc3)C3C=CC2(O3)C1C(=O)NC1CCCCC1 (configuration not stated),-2,0%,5%,0%,-1%,-7%,-8%,1%,-4,-2%,-5%
CCOc1ccc(NC(=O)C/C(C)=N/NC(=O)Cc2cccs2)cc1,5,-8%,-6%,-2%,4%,.,11%,3%,-2,3%,.
COc1cccc(C(=O)CN2CCN(S(=O)(=O)c3ccc(Br)cc3)CC2)c1,-8,0%,1%,2%,1%,9%,-1%,-5%,2,-10%,28%
COc1ccc(-c2noc(CCC(=O)NCCN(C)Cc3ccccc3)n2)cc1,.,.,.,-1%,-2%,4%,-9%,.,-7,-1%,3%
O=C(NC1CCCC1)C1CCN(S(=O)(=O)c2cccc3cccnc23)CC1,-2,2%,4%,-2%,-3%,-22%,3%,2%,6,1%,1%
Clc1cccc(OCCCN2CCCC2)c1Cl,0,-4%,1%,-5%,2%,-5%,-3%,4%,39,-3%,7%
COc1ccc(Cn2c(=O)c3cccnc3n(Cc3ccc([N+](=O)[O-])cc3)c2=O)cc1,7,1%,12%,-1%,7%,1%,0%,1%,-11,-1%,4%
CC(=O)N1c2ccc(S(=O)(=O)N3CCC(C(=O)Nc4cccc(F)c4)CC3)cc2CC1C (configuration not stated),-10,5%,-10%,-4%,1%,.,4%,2%,-24,3%,.
CSc1cccc(NS(=O)(=O)c2cn(C)cn2)c1,14,1%,10%,-4%,4%,12%,5%,0%,-11,-2%,.
Cc1onc(-c2ccccc2)c1C(=O)NNC(=S)NC(=O)c1ccc(F)cc1,17,?,3%,-1%,2%,?,-2%,2%,30,-2%,-18%
N#CCNC1CC(=O)N(c2ccc(F)cc2)C1=O (configuration not stated),5,9%,1%,5%,-3%,-8%,2%,-1%,1,6%,0%
NC(=O)c1cccc2c1-c1ccccc1/C2=N/NC(N)=S,-3,-1%,-9%,-3%,.,12%,-17%,-1%,-2,?,.
CCCCNC(=O)NNC(=O)c1ccco1,4,5%,1%,3%,1%,3%,-1%,-1%,-22,-8%,0%
Cc1ccc(NC(=O)c2csnn2)c(C)c1,3,?,-4%,0%,1%,-15%,0%,1%,-32,?,1%
COc1ccccc1NC(=O)N(Cc1cccs1)Cc1cc2cc3c(cc2[nH]c1=O)OCO3,-2,?,-2%,11%,0%,-3%,16%,-4%,0,-2%,21%
CN(CC(=O)Nc1ccc(Cl)c(C(F)(F)F)c1)C(=O)Cc1ccsc1,-3,3%,6%,-3%,.,.,-9%,1%,-2,.,.
CCOC(=O)N1CCN(c2nc3ccccc3nc2C(C#N)S(=O)(=O)c2ccc(C)cc2)CC1 (configuration not stated),2,?,-3%,37%[activator],-6%,-16%,4%,-1%,4,11%,5%

Entries from the list above that contain a nitro group on carbon, in the order listed:
Molecule,TSHR antag,Chronic BCR inh,Eya2 phos inh,S-ASM inh,GALK inhibitor,Menin MLL FP TR,Mito fusion yeast,USP2a inh,KCNH2 WT inh,MBNL1-CUG inh,PKM2 act
COc1ccc(N2CCN(C(=O)c3ccccc3)CC2)c([N+](=O)[O-])c1,-5,-4%,4%,-7%,10%,-26%,-2%,-1%,-3,?,-5%
COc1ccc(Cn2c(=O)c3cccnc3n(Cc3ccc([N+](=O)[O-])cc3)c2=O)cc1,7,1%,12%,-1%,7%,1%,0%,1%,-11,-1%,4%

Following part:
Molecule,TSHR antag,Chronic BCR inh,Eya2 phos inh,S-ASM inh,GALK inhibitor,Menin MLL FP TR,Mito fusion yeast,USP2a inh,KCNH2 WT inh,MBNL1-CUG inh,PKM2 act
COc1ccc(/C=N/NC(=O)c2csc(-n3nc(C)cc3C(F)(F)F)n2)cc1,-2,2%,15%,-3%,0%,-21%,-8%,1%,8,-6%,2%
COC(=O)CNC(=O)C(C)NC(=O)OCc1ccccc1 (configuration not stated),3,4%,1%,-3%,7%,0%,-2%,1%,2,1%,3%
COc1ccc(C)c2sc(N(CCN(C)C)C(=O)c3ccc4ccccc4c3)nc12,-4,?,-5%,-14%,-1%,-21%,-16%,1%,22,7%,2%
CCOC(=O)N/N=C(\C)c1ccc(-n2cnnn2)cc1,5,-9%,-10%,-3%,2%,-11%,-6%,0%,-3,16%,-1%
Cc1cs/c(=N\N=C2CCCCC2)n1Cc1ccco1,-9,?,-7%,-1%,-3%,-9%,-6%,10%,2,0%,0%
N/C(Cc1nc(-c2ccc(Cl)cc2)cs1)=N/O,-7,3%,?,4%,10%,.,-5%,0%,19,-6%,2%
CC1(c2ccc(OC(F)F)cc2)NC(=O)N(CC(=O)Nc2cccc(S(N)(=O)=O)c2)C1=O (configuration not stated),-5,?,7%,2%,-2%,.,-1%,-1%,-15,-7%,1%
CSC(=S)N/N=C/c1ccccc1,-11,6%,-8%,0%,1%,39%[activator],5%,0%,-8,9%,-4%
CCN(CC)S(=O)(=O)c1ccc(NC(=O)CSc2cccc[n+]2[O-])cc1,8,?,1%,3%,-1%,.,1%,1%,3,-1%,-2%
